mHtt clearance: mutant huntingtin protein clearance; HeLa Exon1htt(103Q)mCFP, aggregate imaging; zero = plate's median compound well; inhibition, % at 1.5 µM; actives 0.42% (n = 47,000);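 active = inhibition of aggregate fluorescence above about 70%, also judged a hit by eye on the cell image, limit read from the data, passing the limit was not always enough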;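 note: cells exposed to compound for three days before fixation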
mHtt clearance grain fraction: recorded beside mHtt clearance, whose call it bears; fraction fluorescence in grains; measured here: aggregate grain fluorescence fraction; stronger effect = lower value;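 scaled fraction of total cell fluorescence in grains with unit not stated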
An asterisk follows results filed as active. Not all compounds are listed; count on the stated rates, not on these rows.

SMILES	mHtt clearance	mHtt clearance grain fraction
COc1ccccc1CNS(=O)(=O)c1cccc(S(=O)(=O)N2CCOCC2)c1	10	35
O=C1OCc2ccc(NC(=O)C3CCCCC3)cc21	9	21
CC(=O)Nc1ccc(S(=O)(=O)N2CCC(c3nc4ccccc4[nH]3)CC2)cc1	39	11
CC(C)CCNC(=O)CN(C(=O)CCC(=O)Nc1ccccn1)c1ccc2c(c1)OCCO2	-61	32
O=C(C1=C(O)C(=O)N(c2ncccn2)C1c1cccs1)c1ccco1 (stereo not given)	14	30
COc1ccc(CNC(=O)Cn2nc(-c3ccc4c(c3)OCCO4)ccc2=O)cc1	-36	46
COc1ccccc1NC(=O)C1CCCN1C(=O)NCc1ccccc1 (stereo not given)	-9	33
CC(=O)c1ccc(Cc2cnc(N)s2)cc1	-70	33
Cc1cc(N2CCN(C)CC2)nc2ccc(NC(=O)CCC(=O)NCCC3=CCCCC3)cc12	-65	35
c1ccc2[nH]c(SCc3cscn3)nc2c1	55	8.9
Cc1c(N2C(=O)/C(=C\c3cccc4ccccc34)SC2=S)c(=O)n(-c2ccccc2)n1C	-14	41
Cc1ccc(S(=O)(=O)Nc2ccc(S(=O)(=O)N3CCCC3)cc2)cc1	43	17
CCOC(=O)Nc1ccc2c(c1)N(C(=O)CCN1CCN(CCO)CC1)c1ccccc1CC2	-20	39
NC(=O)C1(N2CCCCC2)CCN(C(=O)c2ccc(-n3cnnn3)cc2)CC1	21	29
Cn1ncc(N=Cc2ccccc2O)c1C(=O)Nc1ccccc1	-1	43
Cc1ccc2c(CC(=O)OCn3nnc4ccccc4c3=O)coc2c1	-10	44
CC1CN(C(=O)c2cc(F)c(F)cc2Cl)CC(C)O1 (stereo not given)	9	15
NNC(=O)Cc1cn(-c2ncc(C(F)(F)F)cc2Cl)c2ccccc12	-33	28
CCc1nnc(NC(=O)CSc2nnc(CNc3cccc(C)c3)n2-c2ccccc2)s1	32	14
C/C(=N\NC(=O)c1ccc(Br)cc1)c1ccccc1	-19	46
Cc1nn(Cc2ccc(Cl)cc2)c(=O)n1N(C)c1ncc(C(F)(F)F)cc1Cl	-3	21
O=C(COc1ccc(Cl)cc1)NCc1nnc(SCC(=O)NC2CCCCC2)o1	4	37
CCCCSc1nc2c(c(=O)[nH]1)CCC2	18	27
Cc1ccc2c(CC(=O)Nc3c(C)n(C)n(-c4ccccc4)c3=O)coc2c1	40	24
CCC1Oc2ccc(C)cc2N(CC(=O)NCCCN2CCCCC2CC)C1=O (stereo not given)	-74	32

Exported as labelled records: entries from further up.
SMILES: CCOC(=O)Nc1ccc2c(c1)N(C(=O)CCN1CCN(CCO)CC1)c1ccccc1CC2
  mHtt clearance: -20; mHtt clearance grain fraction: 39

SMILES: NC(=O)C1(N2CCCCC2)CCN(C(=O)c2ccc(-n3cnnn3)cc2)CC1
  mHtt clearance: 21; mHtt clearance grain fraction: 29

Later entries
SMILES	mHtt clearance	mHtt clearance grain fraction
Cc1ccc(N(C)S(=O)(=O)c2ccc(C)cc2)cc1	-12	26
O=C(Nc1c(C(=O)N2CCCCC2)cnn1-c1ccccc1)c1ccco1	-29	46
CCc1cc2c(=O)c(-c3nc4ccccc4n3C)c(COCC(=O)O)oc2cc1OC(=O)C(C)(C)C	-37	42
Cc1cc(C)nc(SCC(=O)Nc2ccc(S(=O)(=O)NC(C)(C)C)cc2)n1	6	19
COc1ccc(CN(C)C(c2ccccc2)c2nnnn2-c2ccccc2C)c(OC)c1C (stereo not given)	-20	36
Cc1cc(NC(=O)CN2CCN(c3ccccc3O)CC2)no1	-16	22
Cc1cc(C)c2cc(CN(CC3CCCO3)S(=O)(=O)c3ccc4c(c3)OCCO4)c(=O)[nH]c2c1 (stereo not given)	20	28
O=C(Cc1ccccc1)Nc1ccc(N2CCCC2)cc1	-21	22
Cc1ccc(C(C(=O)NC2CCCC2)N(C(=O)c2csnn2)C2CCCC2)o1 (stereo not given)	14	34
CSc1nsc(SC)c1C(=O)N1CCN(S(=O)(=O)c2ccc(C)cc2)C1C (stereo not given)	9	33
CC1CCCCN1Cc1nc2c(c(=O)n(C)c(=O)n2C)n1CCc1ccccc1 (stereo not given)	35	12
CC(=O)Nc1ccc(OCC(O)CN2CCN(c3ccc(Cl)cc3)CC2)cc1 (stereo not given)	-29	26
Cc1c(Cl)cccc1NC(=O)NC1CCCCC1	-50	26
Fc1ccccc1CSc1nnnn1-c1ccc2c(c1)OCO2	50	9.2
CCCn1nnc(NCc2ccc(OCc3cccs3)c(OC)c2)n1	22	17
CC(=O)Nc1ccc(S(=O)(=O)NC2=NCN(CCOC(=O)c3ccccc3)CN2)cc1	8	34
COc1ccc(C2CC(C(F)(F)F)n3nc(CO)c(Cl)c3N2)cc1OC (stereo not given)	0	38
COc1ccc(NC(=O)Nc2ccccc2C(N)=O)cc1OC	-59	26
Cc1nnc(NC(=O)CSc2nnc(CNC(=O)C34CC5CC(CC(C5)C3)C4)n2C2CCCCC2)s1	25	36
Cc1cccc(N2CCN(C(=O)c3cc4ccccc4oc3=O)CC2)c1C	-134	72
CC(Sc1nc(-c2ccccc2)cc(C(F)(F)F)n1)C(=O)NCCN1CCOCC1 (stereo not given)	-60	56
CCN(C1CCCCC1)S(=O)(=O)c1ccc(OC)c(C)c1	-19	22
c1ccc(-c2nc(-c3ccccn3)no2)cc1	-29	25
Cc1ccc(-c2onc3ccc(C=O)cc23)cc1	-43	30
CN1CCc2c(sc3c2c(=O)n(-c2cccc(Cl)c2)c2nncn32)C1	38	12

Taken from above.
In mHtt clearance grain fraction, CC1CCCCN1Cc1nc2c(c(=O)n(C)c(=O)n2C)n1CCc1ccccc1 (stereo not given) is entered as 12
In mHtt clearance, Cc1ccc(N(C)S(=O)(=O)c2ccc(C)cc2)cc1 is entered as -12

The main list resumes, starting 5 compounds before the break.
SMILES	mHtt clearance	mHtt clearance grain fraction
CC(Sc1nc(-c2ccccc2)cc(C(F)(F)F)n1)C(=O)NCCN1CCOCC1 (stereo not given)	-60	56
CCN(C1CCCCC1)S(=O)(=O)c1ccc(OC)c(C)c1	-19	22
c1ccc(-c2nc(-c3ccccn3)no2)cc1	-29	25
Cc1ccc(-c2onc3ccc(C=O)cc23)cc1	-43	30
CN1CCc2c(sc3c2c(=O)n(-c2cccc(Cl)c2)c2nncn32)C1	38	12
CCOC(=O)c1cc(-c2ccc3c(c2)OCCO3)nc2c1c(C)nn2CCC#N	23	31
CC1Cc2cc(C(=O)O)ccc2O1 (stereo not given)	-26	54
O=C(Nc1ccccc1)OCc1ccccn1	-62	55
CC(C)OC(=O)CN1C(=O)C(C)(C)Oc2ccc(C(=O)NC(C)(C)C)cc21	-5	39
COc1ccc2cc(C#N)c(N3CCN(Cc4nnnn4CCC(C)C)CC3)nc2c1	13	18
O=C(Nc1ccccc1OC(F)F)c1ccc(F)cc1	68	6.9
CCOC(=O)c1c(NC(=O)CSc2nnc(CNc3ccc(OC)cc3)n2C)sc(C)c1C	19	30
Cn1c(SCC(=O)N2CCc3ccccc32)nnc1C1CC1	-10	34
CC1CCc2nc(NCCO)nc(C(F)(F)F)c2C1 (stereo not given)	14	15
Cc1ccc(CCNC(=O)C2CCN(S(=O)(=O)c3cccc4nonc34)CC2)cc1	-44	29
CC1=C(C(=O)OCC2CCCO2)C(c2ccccc2)NC(=O)N1 (stereo not given)	-2	46
Cc1ccc(C(=O)Nc2ncc(C)s2)o1	-17	28
CCCCNc1nc(-c2ccccc2)cc(C(F)(F)F)c1C(N)=O	-49	27
O=C(NCC1CCCO1)c1cccc(NC(=O)c2ccco2)c1 (stereo not given)	-58	32
CCOc1cccc(/C(O)=C2/C(=O)C(=O)N(CCOC)C2c2ccco2)c1 (stereo not given)	-26	24
O=C(OCc1nnc(-c2ccccc2)o1)c1cc(S(=O)(=O)N2CCOCC2)c(Cl)cc1Cl	-56	54
Cc1cc(C(F)(F)F)nn1CC(=O)N1CCCCC1C (stereo not given)	37	23
COc1ccc(CC(=O)N2CCN=C2SC)cc1	-34	55
Cc1ccc(-c2ccc(/C=C(\C#N)C(=O)Nc3cc(C)nn3-c3ccccc3)o2)cc1	4	34
O=C(Nc1ccccc1)N1CCN(c2ncccn2)CC1	-94	77
O=C(O)c1cccc(NC(=O)C2CC(=O)N(Cc3ccccc3)C2)c1 (stereo not given)	5	18
COc1ccc(NC(=O)c2nnn(Cc3cccc(F)c3)c2N)c(OC)c1	-36	62
CCc1cccc(NC(=O)Cn2c(=O)oc3cc(S(=O)(=O)N4CCOCC4)ccc32)c1	-25	59
CCn1c(SCC(=O)c2c[nH]c3ccccc23)nnc1-c1cccs1	-148	47
Fc1cc(Br)ccc1NC(=S)NCCc1ccccc1	1	33
New compounds follow.
SMILES	mHtt clearance	mHtt clearance grain fraction
CCOC(=O)CP(=O)(c1ccccc1)c1ccccc1	-11	22
COc1cccc(NS(=O)(=O)c2cn(C)c(=O)n(C)c2=O)c1	29	24
CCOC(=O)c1sc(C)c(C(=O)NCC(C)(C)CN(C)C)c1N	-58	61
COC(=O)c1cc(=O)n(Cc2ccc3c(c2)OCO3)c(=Nc2ccc(F)c(Cl)c2)s1	-119	114
O=C(NCc1ccco1)C1CCCN1S(=O)(=O)c1ccc2ccccc2c1 (stereo not given)	-16	23
CCCCC(CC)CNC(=O)c1cccs1 (stereo not given)	-5	38
Cc1nc2ccccc2n1CC(=O)OCC(=O)Nc1ccc2c(c1)OCCO2	-40	28
CC1CCN(C(=O)Cn2c(=O)n(Cc3ccc4c(c3)OCO4)c(=O)c3ccccc32)CC1	34	26
COc1ccc(C(C)=O)cc1CN1C(=O)C(C)N(c2ccc(C)cc2)C1=O (stereo not given)	36	28
COc1ccc(CC(C)N2CCN(c3ccccc3)CC2)cc1OC (stereo not given)	-47	31
C=CCn1c(SCC(=O)Nc2nccs2)nnc1-c1cc2cccc(OC)c2o1	-24	20
CC(=O)c1cccc(N(CC(=O)N2CCOCC2)S(C)(=O)=O)c1	-39	26
COc1ccc(Oc2c(C)oc3c(CN(C)C)c(O)ccc3c2=O)cc1	15	29
Cc1cc(C)n(C(=O)CNC(=O)C(c2ccccc2)c2ccccc2)n1	-59	32
COC(=O)c1ccc2c(=O)n(NC(=O)C(c3ccccc3)c3ccccc3)c(=S)[nH]c2c1	5	19
Cc1cc(C)nc(SCC(=O)Nc2ccc(N3CCOCC3)c(Cl)c2)n1	14	17
CCOC(=O)C1=C(C)N2C(=C(C#N)[C@@H]1c1ccc(C(=O)OC)cc1)SC[C@@]2(O)C(C)(C)C	18	31
COC(=O)C1C2C=CC3(CN(C4CCCC4)C(=O)C13)O2 (stereo not given)	-497	252
COc1ccccc1CNC(=O)C1CCCN(S(=O)(=O)c2cnc[nH]2)C1 (stereo not given)	-70	53
CCCN1CCN(CCCNC(=O)c2cc3c(=O)n(C)c4ccccc4c3n2C)CC1	-33	64
CC1CCCN(C(C(=O)Nc2ccc(C(C)C)cc2)c2ccc3c(c2)OCO3)C1 (stereo not given)	-217	143
COC(=O)c1ccc(Cn2nc(C(F)(F)F)cc2C)cc1	20	35
Cc1ccc2ncnc(NCCCN3CCOCC3)c2c1	-19	23
Cc1cccc2cc(CN(Cc3ccco3)S(=O)(=O)c3ccc4c(c3)OCCO4)c(=O)[nH]c12	1	19
CCN1CCN(C(=O)C2c3cc(OC)c(OC)cc3C(=O)N3CCc4ccccc4C23)CC1 (stereo not given)	6	34
Next records follow.
SMILES	mHtt clearance	mHtt clearance grain fraction
CCOC(=O)N1CCN(C(=O)c2ccc(OCC)c(OCC)c2)CC1	11	19
Cc1cccc(C)c1OCC(=O)NNC(=O)c1ccoc1C	-16	35
COc1ccccc1NC(=O)N(C1CCCC1)C1CCN(C(C)=O)CC1	-60	50
Cc1cc(C)n(CC(=O)c2ccccc2)c(=O)c1C#N	-98	63
CC(C)[C@H](N)c1nnc(SCc2ccc(Cl)cc2)o1	-17	23
CN(C(=O)COc1ccc(C(C)(C)C)cc1)C1CCS(=O)(=O)C1 (stereo not given)	6	17
Cc1cc(C)cc(N(CC(=O)NCC2CCCO2)S(=O)(=O)c2c(C)noc2C)c1 (stereo not given)	-207	148
C=CCn1c(Cc2ccc(OC)cc2)nnc1SCC(=O)NCCc1ccccc1	13	38
Nc1nnnn1/N=C/c1ccccc1OCc1ccccc1	-20	23
N#CCCN1CCN(C(=S)c2ccc(-c3ccc(Cl)cc3)o2)CC1	-14	48
CCCN(CCC)C(=O)C1CCN(c2cc(C)nc3c(-c4ccc(OC)c(OC)c4)c(C)nn23)CC1	25	23
CCOC(=O)C1=NN(c2ccc(Cl)cc2)C(c2ccccc2)CC1=O (stereo not given)	-9	22
COc1nc(C)nc2c1ccc1ccccc12	-17	19
COc1ccc(Cl)c(Cn2c(NCc3ccccn3)nc3c2c(=O)n(C)c(=O)n3C)c1	-13	21
O=C(c1cccc(Cl)c1)N1CCN(c2ccccn2)CC1	32	13
C=CCn1c(SCC(=O)NCCOC)nc2scc(-c3ccco3)c2c1=O	-11	41

One compound at a time, from the list above. Order of screens: mHtt clearance | mHtt clearance grain fraction
`COc1ccc(Cl)c(Cn2c(NCc3ccccn3)nc3c2c(=O)n(C)c(=O)n3C)c1` is listed as -13 | 21
`CN(C(=O)COc1ccc(C(C)(C)C)cc1)C1CCS(=O)(=O)C1` (stereo not given) is listed as 6 | 17
`CCOC(=O)N1CCN(C(=O)c2ccc(OCC)c(OCC)c2)CC1` is listed as 11 | 19
`Cc1cc(C)n(CC(=O)c2ccccc2)c(=O)c1C#N` is listed as -98 | 63
`CCOC(=O)C1=NN(c2ccc(Cl)cc2)C(c2ccccc2)CC1=O` (stereo not given) is listed as -9 | 22

Screening results from PubChem BioAssay.
